Assay outcomes as filed in PubChem BioAssay.
All columns: NCI-60 one-dose screen, growth in % after 48 h at 10 µM unless noted; 100 = growth as untreated, 0 = no growth, -100 = all killed.
SNB-75: SNB-75 CNS cancer; 79,000 compounds, 5% hits
A498: A498 renal cancer cells; 76,000 compounds, 5.4% hits; AID 1794774
SNB-19: SNB-19 CNS cancer cells | 81,000 compounds, 2.5% hits
CAKI-1: CAKI-1 renal cancer | 75,000 compounds, 4.7% hits | AID 1794772
SF-268: SF-268 CNS cancer cells. 82,000 compounds, 3.1% hits. AID 1794759
RXF 393: RXF 393 renal cancer cells. 77,000 compounds, 6.9% hits
ACHN: ACHN renal cancer; 81,000 compounds, 4.9% hits
SF-539: SF-539 CNS cancer; AID 1794752; 81,000 compounds, 6.8% hits
The depositor's hits bear a star; · = not tested or not shown; & = joins results of further samples. Rule for the calls: active = growth percent below 10; inactive = the rest.

Short forms: A = SNB-75; B = A498; C = SNB-19; D = CAKI-1; E = SF-268; F = RXF 393; G = ACHN; H = SF-539
structure: CS(=O)(=O)Nc1ccc(CNC(=O)c2ccsc2Nc2ccnc(C(F)(F)F)c2)cc1
  A: 96	B: 101	C: 101	D: 93	E: 99	F: 111	G: 95	H: 99

structure: CCN(CCC(=O)OC)Cc1ccnc2ccccc12
  A: 99	B: 101	C: 94	D: 100	E: 97	F: 115	G: 99	H: 94

structure: O=C1CC2OC3c4ccccc4N4C(=O)COC24C3C1 (centres undefined)
  A: 114	B: 105	C: 99	D: ·	E: 100	F: 105	G: 106	H: 107

structure: COc1ccc(Cn2cc3c(c2-c2cc(OC)c(OC)c(OC)c2)CCc2cnoc2-3)cc1N
  A: 51	B: 25	C: 45	D: 6.5*	E: 15	F: 35	G: 39	H: 5.2*

structure: Cc1ccc2sc3c(NCCCNCCO)nc4ccccc4c3c(=O)c2c1
  A: 33	B: 66	C: 68	D: 57	E: 48	F: 44	G: 6.8*	H: 79

structure: O=C(NO)c1ccncc1
  A: 83&98	B: 129&76	C: 90&113	D: 110&115	E: 116&94	F: 119&107	G: 114&102	H: 87&97

structure: Cc1cc(O)cc(-c2c(-c3cc(NCCCCO)nc(-c4cccnc4)n3)cnn2C)c1
  A: 73	B: 27	C: 88	D: 81	E: 94	F: 69	G: 87	H: 77

structure: COc1ccc(CN2C(=O)CSC2c2cc3ccccc3[nH]c2=O)cc1OC (centres undefined)
  A: 96	B: 109	C: 97	D: 86	E: 115	F: 112	G: 101	H: 109

structure: Cc1oc2c(c(C)nn2-c2ccccc2)c(=O)c1Cl
  A: 91	B: 88	C: 101	D: 94	E: 110	F: 106	G: 107	H: 103

structure: CC(C)OC(C(=O)O)c1ccccc1 (centres undefined)
  A: 78	B: 107	C: 99	D: 101	E: 104	F: 117	G: 97	H: 102

structure: Oc1ccc(N=Nc2ccccc2)c2ccccc12
  A: 83	B: 94	C: 111	D: 90	E: 79	F: 126	G: 90	H: 111

structure: CCOc1ccc(/C=N\Nc2ccc([N+](=O)[O-])cn2)cc1OCC
  A: 107	B: 81	C: 103	D: 74	E: 107	F: 133	G: 94	H: 108

structure: C/C(=N\Nc1ccc(S(N)(=O)=O)cc1)c1cc2cc(Br)ccc2o1
  A: 94	B: ·	C: 106	D: 98	E: 113	F: 114	G: 99	H: 94

structure: CCCCCCCCCCCCCCC(=O)N[C@@H](CCC(=O)N[C@@H](CSc1ccc([N+](=O)[O-])cc1[N+](=O)[O-])C(=O)NCC(=O)OCC)C(=O)Oc1ccccc1C1CC(=O)c2ccccc2O1 (some centres undefined)
  A: 69	B: 123	C: 98	D: 80	E: 100	F: 110	G: 95	H: 85

structure: COc1ccc(C(=O)COc2ccc(/C=C3\C(=O)Nc4cc(Cl)ccc43)cc2)cc1
  A: 76&63	B: 103&103	C: 92&96	D: 74&77	E: 93&91	F: 97&126	G: 91&90	H: 89&101

Of the compounds above, these have a Cl atom.
Short forms: A = SNB-75; B = A498; C = SNB-19; D = CAKI-1; E = SF-268; F = RXF 393; G = ACHN; H = SF-539
structure: Cc1oc2c(c(C)nn2-c2ccccc2)c(=O)c1Cl
  A: 91	B: 88	C: 101	D: 94	E: 110	F: 106	G: 107	H: 103

structure: COc1ccc(C(=O)COc2ccc(/C=C3\C(=O)Nc4cc(Cl)ccc43)cc2)cc1
  A: 76&63	B: 103&103	C: 92&96	D: 74&77	E: 93&91	F: 97&126	G: 91&90	H: 89&101

Additional compounds:
Short forms: A = SNB-75; B = A498; C = SNB-19; D = CAKI-1; E = SF-268; F = RXF 393; G = ACHN; H = SF-539
structure: Cc1noc2cccc(O)c12
  A: 75	B: 95	C: 105	D: 99	E: 97	F: 104	G: 105	H: 107

structure: COC1(OC)C2(Cl)CC(OC(C)=O)C1(Cl)C(Cl)=C2Cl (centres undefined)
  A: 102	B: 106	C: 103	D: 98	E: 108	F: 102	G: 106	H: 98

structure: CNC(=O)c1cc(N2CCc3cc(NC(=O)c4ccc(N5CCOCC5)c(C(F)(F)F)c4)ccc32)ccn1
  A: 78	B: 53	C: 76	D: 82	E: 93	F: 36	G: 78	H: 36

structure: CC1(C(C)(O)c2ccc(F)cc2)CC1 (centres undefined)
  A: 94	B: 79	C: 96	D: 97	E: 110	F: 108	G: 97	H: 101

structure: Cc1ccccc1N=C(N)Nc1ccccc1C (tested in a mixture with another compound)
  A: 99	B: 97	C: 89	D: 53	E: 72	F: 95	G: 78	H: 72

structure: O=C1NC(c2ccc(Cl)cc2)N=C2C(c3ccccc3)=NOC12 (centres undefined)
  A: 106	B: 102	C: 98	D: ·	E: 106	F: 111	G: 105	H: 111

structure: CCCCCCCCCCCCCCCC(=O)Nc1ccn(C=C=CCO)c(=O)n1
  A: 81	B: 116	C: 88	D: 96	E: 87	F: 107	G: 100	H: 92

structure: c1ccc(-n2ncc3c(-n4cncn4)ncnc32)cc1
  A: 75	B: 94	C: 102	D: 88	E: 103	F: 114	G: 80	H: 98

structure: CCOC(=O)CC(CC(=O)OCC)(OC(C)=O)C(=O)OCC
  A: 93	B: 113	C: 106	D: 105	E: 107	F: 99	G: 107	H: 91

structure: CC(O)CC(O)CC1CCCO1 (centres undefined)
  A: 94	B: 116	C: 103	D: 96	E: 118	F: 97	G: 99	H: 102

structure: CCCCCc1cc[n+](CC(=O)c2cccs2)cc1
  A: 100	B: 115	C: 108	D: ·	E: 105	F: 106	G: 115	H: 102

structure: N#Cc1c(-c2ccc(Br)cc2)nc(SCC(=O)c2ccccc2)[nH]c1=O
  A: 76	B: 84	C: 92	D: 89	E: 98	F: 95	G: 105	H: 100

structure: CC1=C(NCCN2CCOCC2)C(=O)c2c(OCc3ccccc3)cccc2C1=O
  A: 90	B: 63	C: 99	D: 82	E: 97	F: 100	G: 102	H: ·

structure: Cc1ccc(S(=O)(=O)Nc2ccc(C(=O)/C=C/c3cccc(F)c3)cc2)cc1
  A: 78	B: 93	C: 93	D: 74	E: 88	F: 95	G: 95	H: 98

structure: Cc1nn(-c2ccccc2)c2sc3nc(=O)sc-3cc12
  A: 95	B: 103	C: 87	D: 103	E: 103	F: ·	G: 103	H: 95

Next part, starting with the last 3 of the part before.
Each structure is followed by: SNB-75, A498, SNB-19, CAKI-1, SF-268, RXF 393, ACHN, SF-539
CC1=C(NCCN2CCOCC2)C(=O)c2c(OCc3ccccc3)cccc2C1=O
→ 90, 63, 99, 82, 97, 100, 102, ·
Cc1ccc(S(=O)(=O)Nc2ccc(C(=O)/C=C/c3cccc(F)c3)cc2)cc1
→ 78, 93, 93, 74, 88, 95, 95, 98
Cc1nn(-c2ccccc2)c2sc3nc(=O)sc-3cc12
→ 95, 103, 87, 103, 103, ·, 103, 95
COC(=O)C(c1ccccc1)c1ccccc1
→ 85, 106, 96, 86, 114, 104, 87, 99
O=C1c2cccc3c(-c4ccc(-c5nc6c7ccccc7c7ccccc7c6[nH]5)cc4)ccc(c23)C(=O)N1Nc1ccccc1
→ 84, 89, 98, 68, 86, ·, 89, 83
Nc1ccc2c(c1Br)Cc1ccccc1-2
→ 88, 87, 99, 99, 87, 111, 96, 79
O[C@H]1[C@H](c2c[nH]c3ccccc23)c2c([nH]c3ccccc23)[C@@H](c2c[nH]c3ccccc23)[C@@H]1O
→ 85, ·, 101, 79, 91, 105, 89, 102
CC(C)(C)c1cc(-n2c(-c3cc4ccccc4[nH]c3=O)nc3cc(C(=O)Nc4ccc(Cl)cc4)ccc32)n[nH]1
→ ·, 76, 90, 90, 91, 99, 97, 91
COc1ccc(OC)c(/C=C/c2nc(SCc3ccccc3)n(-c3ccc(Cl)cc3)n2)c1
→ 60, ·, 61, 0.2*, 58, 83, 81, 44
Nc1nc(N)nc(C2C=CCCC2)n1 (centres undefined)
→ 92, 113, 102, 104, 111, 113, 101, 104
Cc1ccnc2nc(C(=O)OCC(=O)Nc3ccc(-c4ccccc4)cc3)nn12
→ 95, 105, 103, 91, 113, 50, 107, 96
CCC(=O)Nc1ncnc2nc[nH]c12
→ 94, ·, 99, 101, 101, 114, 105, 99
CCCNc1nc2ccccc2c2c(=O)c3cc(OC)ccc3sc12
→ 97, ·, 99, 80, 96, 116, 91, 95

Entries of single compounds as entered above. Order of screens: SNB-75 | A498 | SNB-19 | CAKI-1 | SF-268 | RXF 393 | ACHN | SF-539
Shown for `Nc1nc(N)nc(C2C=CCCC2)n1` (centres undefined) → 92 | 113 | 102 | 104 | 111 | 113 | 101 | 104
Shown for `CC(C)(C)c1cc(-n2c(-c3cc4ccccc4[nH]c3=O)nc3cc(C(=O)Nc4ccc(Cl)cc4)ccc32)n[nH]1` → · | 76 | 90 | 90 | 91 | 99 | 97 | 91
Shown for `O[C@H]1[C@H](c2c[nH]c3ccccc23)c2c([nH]c3ccccc23)[C@@H](c2c[nH]c3ccccc23)[C@@H]1O` → 85 | · | 101 | 79 | 91 | 105 | 89 | 102
Shown for `COC(=O)C(c1ccccc1)c1ccccc1` → 85 | 106 | 96 | 86 | 114 | 104 | 87 | 99
Shown for `CCC(=O)Nc1ncnc2nc[nH]c12` → 94 | · | 99 | 101 | 101 | 114 | 105 | 99

Other records follow:
Each structure is followed by: SNB-75, A498, SNB-19, CAKI-1, SF-268, RXF 393, ACHN, SF-539
N#Cc1c(N2CCOCC2)nc(=S)[nH]c1-c1ccccc1
→ 15, 14, 85, 61, 87, 71, 74, 91
O=C(O)CCC(=O)c1ccc(Cl)c(Cl)c1
→ 94, 82, 110, 94, 109, 100, 111, 106
CC(=O)CC(=O)NC1CCc2ccccc21 (centres undefined)
→ 98, 106, 107, 99, 103, 115, 100, 107
CCOC(=O)NCCCN1c2nc3ccccc3cc2Sc2cc3ccccc3nc21
→ 103, 102, 86, 80, 88, ·, 89, 81
Cc1ccc2c(c1)C(C(C)C)CCC2(C)C (centres undefined)
→ 93, ·, 100, 94, 103, 117, 99, 99
O=C1Nc2ccc([N+](=O)[O-])cc2C1=Nc1ccc(Cl)c(C(F)(F)F)c1
→ 104, 116, 100, 87, 100, 139, 91, 96
CCCCCCCCCCCCCCCCOCCCOP(=O)(O)C1CCCN(O)C1=O (centres undefined)
→ 23, 1.4*, 22, 17, 5.4*, 7.4*, 11, -4.5*
Cc1c(O)cc(-c2csc(Nc3ccc(Br)cc3)n2)c(O)c1C
→ 99, 101, 110, 82, 99, 106, 91, 101
COc1cc(Cc2cc(-c3ccccc3)nn(CC(=O)c3ccccc3)c2=O)cc(OC)c1OC
→ 77, 65, 81, 59, 86, 61, 80, 91
OC[C@H]1O[C@@H](O[C@@H]2[C@@H](CO)O[C@](O)(CO)[C@H]2O)[C@H](O)[C@@H](O)[C@H]1O
→ 109, 122, 99, 104, 102, 127, 107, 120

An excerpt from above in order of heavy-atom count, low to high.
Each structure is followed by: SNB-75, A498, SNB-19, CAKI-1, SF-268, RXF 393, ACHN, SF-539
Cc1noc2cccc(O)c12
→ 75, 95, 105, 99, 97, 104, 105, 107
O=C1NC(c2ccc(Cl)cc2)N=C2C(c3ccccc3)=NOC12 (centres undefined)
→ 106, 102, 98, ·, 106, 111, 105, 111
CS(=O)(=O)Nc1ccc(CNC(=O)c2ccsc2Nc2ccnc(C(F)(F)F)c2)cc1
→ 96, 101, 101, 93, 99, 111, 95, 99

Continued.
Each structure is followed by: SNB-75, A498, SNB-19, CAKI-1, SF-268, RXF 393, ACHN, SF-539
Cc1ccnc(NS(=O)(=O)c2ccc(Nc3ccnc(SCC(=O)c4ccccc4)n3)cc2)n1
→ 98, 106, 102, 93, 105, 108, 102, 95
CCCOc1ccc(-c2nc(-c3ccc([N+](=O)[O-])cc3)cs2)cc1
→ 97, 84, 94, 89, 117, 121, 100, 98
CC(=O)c1ccc(CCCc2ccc(C(C)=O)cc2)cc1
→ 83, ·, 104, 93, 112, 118, 93, 100
C[C@H]1O[C@@H](c2ccc3c(c2O)C(=O)C2=C(C3=O)[C@@]3(O)C(=O)C[C@](C)(O)C[C@@]3(O)C=C2)C[C@@H](O)[C@@H]1O
→ 92, 101, 97, 92, 92, 105, 99, 99
Cc1ccc(C(=O)Nc2ccc(CNCCN3CCOCC3)c(C(F)(F)F)c2)cc1C#Cc1cnc2cccnn12
→ -18*, -1.1*, 37, 17, 16, -54*, 23, -69*
NS(=O)(=O)c1ccc(-n2nc(-c3ccc(C4CCCCC4)cc3)ccc2=O)cc1
→ 96, 92, 96, 92, 116, 101, 89, 86
COc1ccc([C@H]2[C@H](O)C(=O)N2c2cc(OC)c(OC)c(OC)c2)cc1
→ 50, -18*, 29, 28, 47, 22, 27, -20*
CC(C)(C)OC(=O)O/N=C(\C#N)c1ccccc1
→ 95, 93, 112, 96, 103, 111, 106, 107
CC(=O)c1ccc(-n2c(C)nc3ncccc3c2=O)cc1
→ 87, 128, 100, 93, 96, 109, 100, 97
CCOC(=O)C(NC(C)=O)C(=O)OCC
→ 109, 94, 106, 109, 107, 109, 117, 104

Continuation:
Each structure is followed by: SNB-75, A498, SNB-19, CAKI-1, SF-268, RXF 393, ACHN, SF-539
Clc1ncc(Br)c(Cl)n1
→ 81, 95, 103, 99, 105, 104, 98, 98
Cn1c(=O)c2c(ncn2CN2CCCCC2)n(C)c1=O
→ 97, 100, 114, 96, 100, 110, 106, 102
CCN(CC)Cc1cc(N)ccc1O
→ 90, 118, 101, 118, 109, 112, 101, 105
O=C(CCN1CCCC1)Nc1ccc2c(NCc3ccc(F)cc3)c3ccccc3nc2c1
→ -11*, ·, 4.9*, 3.8*, -3.6*, -16*, 5.8*, 3.1*
